ERG Ets-DNA blk = blocks human ERG Ets domain binding to DNA; P11308; fluorescence polarization, His-ERG Ets domain / labelled DNA; Potency, µM (titrated, usually from 76.9 µM), for inactives: at the top dose FP activity, negative = inhibition, usual class: inhibitors; hit rate 0.028% among 370,000; AID 624246; active means well fitted inhibition curve with a large enough effect in the polarisation, with a control signal flat; inconclusive means small, poorly fitted or top-dose-only effect, or effect the other way, or a change in a side signal; inactive means no such curve, though single readings can be large or run the other way; the % refers to the polarisation;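 further: polarization taken with two DNA probes labelled with fluorescein and Texas red; potency means the concentration at half of the fitted maximal effect; % of control where 0% means no effect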
Target sequence (P11308 whole entry, looked up, the tested form may be a part): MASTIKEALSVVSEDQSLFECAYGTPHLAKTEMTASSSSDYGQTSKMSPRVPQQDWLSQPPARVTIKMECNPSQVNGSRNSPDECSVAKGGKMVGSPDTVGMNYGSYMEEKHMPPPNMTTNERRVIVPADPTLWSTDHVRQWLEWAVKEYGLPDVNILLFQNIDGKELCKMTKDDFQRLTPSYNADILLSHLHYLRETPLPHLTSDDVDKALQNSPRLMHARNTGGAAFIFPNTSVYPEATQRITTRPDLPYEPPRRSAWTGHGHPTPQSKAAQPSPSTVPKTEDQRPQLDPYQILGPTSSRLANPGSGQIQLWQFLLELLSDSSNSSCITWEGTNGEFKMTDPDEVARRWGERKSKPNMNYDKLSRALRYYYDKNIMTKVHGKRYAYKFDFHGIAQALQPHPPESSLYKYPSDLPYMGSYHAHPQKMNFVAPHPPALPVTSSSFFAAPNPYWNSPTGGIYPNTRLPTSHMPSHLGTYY
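His-tagged ERG Ets domain (1 uM in the protein solution; 300mM KCl, 50mM Tris-HCl, 1mM EDTA, 1mM DTT, pH 7.5) received compound, then a probe mix of 5 nM fluorescein-DNA and 100nM Texas-615-DNA. Fluorescence polarization was read for both dyes.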
JMJD2A Tudor inh = JMJD2A Tudor domain (human) inhibition; Potency, µM (highest dose often 114 µM), without a hit: at the top dose activity change, negative = inhibition, usual class: inhibitors; hit rate 4.4% among 390,000; AlphaScreen JMJD2A-Tudor / H3K4me3 peptide binding; O75164; further: potency means the concentration at half of the fitted maximal effect; on the % scale 0 is the no-effect control and ±100 the full control effect; nearly all actives have a fitted effect of over 50% in size
GLS inhibitor = inhibitors of human glutaminase (GLS). O94925. GLS enzymatic activity, qHTS titration. Potency, µM (series often up to 45.5 µM), for inactives: at the top dose activity change, negative = inhibition, hits mostly inhibitors. hit rate 0.21% among 410,000; further: potency means the concentration at half of the fitted maximal effect; on the % scale 0 is the no-effect control and ±100 the full control effect
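Coupled fluorescence readout: glutamate oxidase/HRP/Amplex Red detect glutamate formed by hKGA from L-glutamine (1 mM solution added). Buffer 45 mM KH2PO4 pH 8.2, 0.02% Tween-20; reads at t0 and 30 min RT.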
HP1b chromo inh = HP1-beta chromodomain-methylated histone interaction inhibition; Potency, µM (top dose mostly 114 µM), without a hit: at the highest dose activity change, negative = inhibition, most hits filed as inhibitors; hit rate 0.56% among 390,000; AlphaScreen HP1-beta / biotin-H3K9me3 peptide binding; further: potency means the concentration at half of the fitted maximal effect; nearly all actives have a fitted effect of over 70% in size; inactives centre near 23
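HP1-beta protein (50 nM final) preincubated 30 min at room temperature with biotinylated H3(1-18)K9me3 peptide (50 nM) in PBS pH 7.4, 0.01% Tween-20, then compound added for 30 min. AlphaScreen streptavidin donor/nickel chelate acceptor beads (10 ug/mL final), 30 min dark, luminescence read.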
BAZ2B block = blocks human BAZ2B; Potency, µM (doses to about 114 µM), for inactives: at the highest dose activity change, negative = inhibition, most hits filed as inhibitors; AlphaScreen BAZ2B-H3K14Ac peptide displacement; hit rate 4.4% among 360,000; Q9UIF8; further: potency means the concentration at half of the fitted maximal effect; on the % scale 0 is the no-effect control and ±100 the full control effect; nearly all actives have a fitted effect of over 60% in size
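AlphaScreen displacement of biotin-H3(5-23)K14Ac peptide (50 nM final) from BAZ2B (50 nM final) in PBS pH 7.4, 0.01% Tween-20; complex preformed 30 min RT, then compounds (top 110 uM) 30 min RT, beads 20 min dark.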
G9a block = G9a (human) methyltransferase inhibition. Q96KQ7. G9a H3K9 monomethylation, AlphaScreen, 2 h. Potency, µM (titrated, usually from 102 µM), for inactives: at the highest dose activity, negative = inhibition, hits mostly inhibitors. hit rate 8.8% among 350,000. AID 504332; further: potency means the concentration at half of the fitted maximal effect; on the % scale 0 is the no-effect control and ±100 the full control effect; nearly all actives have a fitted effect of over 75% in size
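Signal arises when biotinylated H3K9 peptide, once monomethylated, bridges streptavidin donor and antibody-captured acceptor beads. Enzyme at 20 nM was preincubated 15 min with test compounds; peptide 500 nM and SAM 20 uM then reacted for 2 h.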
Tb PGK inh = blocks T. brucei phosphoglycerate kinase. PGK/GAPDH coupled, Kinase-Glo luminescence, 60 min. hit rate 0.043% among 380,000. Potency, µM (highest dose often 57.5 µM), without a hit: top-dose activity change, negative = inhibition, usual class: inhibitors; further: potency means the concentration at half of the fitted maximal effect; on the % scale 0 is the no-effect control and ±100 the full control effect; nearly all actives have a fitted effect of over 60% in size
Target sequence (P07378 whole entry, looked up): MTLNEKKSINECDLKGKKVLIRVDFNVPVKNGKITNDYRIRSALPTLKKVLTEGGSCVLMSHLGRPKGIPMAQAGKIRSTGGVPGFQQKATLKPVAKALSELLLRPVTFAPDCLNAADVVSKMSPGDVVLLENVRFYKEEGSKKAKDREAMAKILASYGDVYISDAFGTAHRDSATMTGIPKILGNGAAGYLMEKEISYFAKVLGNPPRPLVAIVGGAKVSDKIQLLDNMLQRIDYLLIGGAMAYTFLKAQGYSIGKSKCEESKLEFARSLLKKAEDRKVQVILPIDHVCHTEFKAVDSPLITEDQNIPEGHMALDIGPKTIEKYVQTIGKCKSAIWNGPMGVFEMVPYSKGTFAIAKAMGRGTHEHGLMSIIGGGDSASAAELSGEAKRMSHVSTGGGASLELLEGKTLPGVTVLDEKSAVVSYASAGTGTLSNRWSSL
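Recombinant glycosomal PGK reaction used 1,3-bisphosphoglycerate generated in-well by GAPDH (100nM final) in 100mM TEA pH 7.6, 5mM MgCl2, 0.01% Tween-20. After 60 minutes at room temperature, ATP was read by Kinase-Glo Plus luminescence end-point.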
PI4K2A inh = blocks human PI4K2A kinase activity. purified PI4K2A, ADP-Glo luminescence, 1 h; active compounds read low. AID 1346378. activity change, negative = inhibition, % at 76.9 µM. hit rate 0.13% among 420,000; in the data active means activity change below about -50%; inconclusive means mostly about -30% to -49%;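 further: -100% = wells without enzyme as full effect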
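Compounds are screened against recombinant PI4K2A using PI as substrate and ATP, the latter dispensed at 300 microM. Reactions run one hour at ambient temperature before ADP-Glo detection; full inhibition defined by wells lacking enzyme.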
Pin1 inh = human Pin1 inhibition; Potency, µM (titrated, usually from 115 µM), without a hit: at the highest dose activity, negative = inhibition, usual class: inhibitors; Q13526; Pin1 FP peptide displacement, HiFluor488, 10 min; hit rate 0.009% among 390,000; AID 504891; active means well fitted inhibition curve with a large enough effect in the polarisation, with a control signal flat, not every such curve was filed as active; inconclusive means small, poorly fitted or top-dose-only effect, or effect the other way, or a change in a side signal; inactive means no such curve, though single readings can be large or run the other way; the % refers to the polarisation; further: potency means the concentration at half of the fitted maximal effect; on the % scale 0 is the no-effect control and ±100 the full control effect
Target sequence (Q13526 whole entry, looked up): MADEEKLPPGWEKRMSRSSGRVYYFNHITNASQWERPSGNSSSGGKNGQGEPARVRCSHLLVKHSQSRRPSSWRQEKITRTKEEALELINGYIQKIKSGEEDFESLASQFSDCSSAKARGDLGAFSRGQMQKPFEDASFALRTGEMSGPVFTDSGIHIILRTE
Starred values were filed as active, the others as inactive; i = inactive; ? = inconclusive; nt = not tested or not shown; & = joins results of further samples; [ ] = dose if it differs, or a comment. Unless noted, the call rests on the fitted dose curve; in most records, active means well fitted curve in the direction sought with a large enough effect; inconclusive means small, poorly fitted or top-dose-only effect, or another doubt; inactive means no such curve, though single readings can be large; an effect the other way counts as inactive or inconclusive.

ERG Ets-DNA blk | JMJD2A Tudor inh | GLS inhibitor | HP1b chromo inh | BAZ2B block | G9a block | Tb PGK inh | PI4K2A inh | Pin1 inh | compound
0% | -12% | 0% | 47%[activator] | 0% | 9% | 1% | 2 | -5% | CCOc1ccc(S(=O)(=O)N2CCC(C(=O)Nc3cccc(NC(C)=O)c3)CC2)cc1
5% | -7% | 7% | 25% | -6% | ? | 1% | -3 | 3% | CN(C)S(=O)(=O)c1cc(NC(=O)C2=COCCO2)ccc1Cl
2% | 13% | -5% | 33% | 15% | nt | -5% | -2 | 1% | COc1cccc(C(=O)Nc2ccc(Oc3cccc(C(F)(F)F)c3)nc2)c1
6% | 35µM* | 23% | 34% | -9% | 7.1µM* | -10% | -2 | 9% | COc1ccc(Br)c2oc(S)cc(=O)c12
-2% | -32% | -15% | 6% | -30% | -41%[59 µM] | -8% | 2 | 2% | Cc1cc(S(=O)(=O)NCc2ccccc2)ccc1OCC(=O)Nc1cccc([N+](=O)[O-])c1
0% | -12% | 17% | 38% | -7% | 16%[59 µM] | 3% | 3 | 5% | COC(=O)c1nc(N)sc1-c1ccc(OC)cc1
0% | -4% | 3% | 39% | -1% | 5%[59 µM] | 5% | -2 | -3% | CCc1cccc(CC)c1NC(=O)Cc1csc(C)n1
-1% | 1% | 3% | 28% | ? | nt | -2% | 1 | -6% | C=CCn1c(Oc2ccccc2)nc2c1c(=O)n(C)c(=O)n2C
-8% | -16% | 3% | 25% | 1% | -15% | i | -7 | 3% | CCOCC(=O)Nc1cc(C(=O)OC)cc(C(=O)OC)c1
-2% | 2% | 17% | 55%[activator] | -1% | ? | 6% | -5 | 0% | O=C(NNC(=S)NC(=O)c1ccco1)c1ccc(F)cc1
-3% | 8% | 4% | 38% | 10% | 1%[59 µM] | 0% | -1 | 9% | Cc1cccnc1NC(=O)c1ccccc1-c1ccccc1C(=O)Nc1ncccc1C
10% | -26% | 2% | 26% | 9% | -3%[2.33 µM] | -1% | -4 | 8% | O=C(COc1ccc(Br)cc1Cl)NNC(=O)c1ccccc1
-4% | -13% | 2% | 39%[activator] | 0% | 9% | i | 2 | 1% | Cc1cc(C(=O)NC(C)Cc2ccccc2)cc(C)c1[N+](=O)[O-] (stereo unspecified)
-3% | -22% | 8% | -3% | ? | -41%[59 µM] | -2% | 4 | -3% | COC(=O)c1c(NC(=O)CSc2nnc(C)c(=O)[nH]2)sc(C)c1C
-8% | -8% | 3% | 30% | -19% | -20% | -7% | 2 | 14% | Cc1cc(C(=O)CCC(=O)N2CCN(S(=O)(=O)c3ccccc3)CC2)c(C)s1

6 compounds already listed, arranged by the value under JMJD2A Tudor inh, descending:
ERG Ets-DNA blk | JMJD2A Tudor inh | GLS inhibitor | HP1b chromo inh | BAZ2B block | G9a block | Tb PGK inh | PI4K2A inh | Pin1 inh | compound
-1% | 1% | 3% | 28% | ? | nt | -2% | 1 | -6% | C=CCn1c(Oc2ccccc2)nc2c1c(=O)n(C)c(=O)n2C
0% | -4% | 3% | 39% | -1% | 5%[59 µM] | 5% | -2 | -3% | CCc1cccc(CC)c1NC(=O)Cc1csc(C)n1
5% | -7% | 7% | 25% | -6% | ? | 1% | -3 | 3% | CN(C)S(=O)(=O)c1cc(NC(=O)C2=COCCO2)ccc1Cl
0% | -12% | 0% | 47%[activator] | 0% | 9% | 1% | 2 | -5% | CCOc1ccc(S(=O)(=O)N2CCC(C(=O)Nc3cccc(NC(C)=O)c3)CC2)cc1
-8% | -16% | 3% | 25% | 1% | -15% | i | -7 | 3% | CCOCC(=O)Nc1cc(C(=O)OC)cc(C(=O)OC)c1
10% | -26% | 2% | 26% | 9% | -3%[2.33 µM] | -1% | -4 | 8% | O=C(COc1ccc(Br)cc1Cl)NNC(=O)c1ccccc1

Later entries:
ERG Ets-DNA blk | JMJD2A Tudor inh | GLS inhibitor | HP1b chromo inh | BAZ2B block | G9a block | Tb PGK inh | PI4K2A inh | Pin1 inh | compound
11% | -2% | 3% | 20% | -4% | -3% | 5% | 0 | 3% | COc1cc2ccccc2cc1C(=O)Nc1ccc(N2CCOCC2)cc1
3% | -14% | 2% | 8% | -33% | 5% | -5% | -3 | 1% | CC(C)(C)c1cc2cccnc2n1Cc1cccc(F)c1
-10% | 114%[activator] | 0% | 159%[activator] | 155%[activator] | 220%[activator] | nt | -2 | 0% | COc1ccc(-n2ccc3ccccc32)cc1
2% | -12% | 13% | 27% | -36% | 9%[12.7 µM] | -2% | 7 | 22% | O=S(=O)(Nc1nccs1)c1cc(Cl)ccc1Cl
8% | -33% | -11% | 8% | -38% | ? | 0% | -7 | ? | CSCCC(NC(=O)c1ccco1)C(=O)OCC(=O)Nc1ncc(Cl)c(C)c1Cl (stereo unspecified)
-2% | -23% | -7% | 24% | -36% | 83%[activator][59 µM] | 2% | 0 | 10% | CCOCCn1c(CN(Cc2ccccc2)Cc2ccccc2)nc2c1c(=O)[nH]c(=O)n2C
-2% | -18% | 1% | 11% | 8% | -10% | -6% | -10 | 2% | CCn1c(SCC(=O)N2CCc3ccccc32)nc2c(c1=O)SC(C)C2 (stereo unspecified)
2% | -10% | 3% | 48%[activator] | -2% | 2% | 5% | 1 | 3% | CSC1=NC(C)N2C(SC)=NC(C)N12 (stereo unspecified)
-1% | -8% | 13% | 23% | -23%[57.1 µM] | 41%[activator] | 4% | 7 | 3% | Cc1cc(NC(=O)COC(=O)c2ccc(S(=O)(=O)N3CCCc4ccccc43)cc2)no1
0% | -16% | -3% | 22% | 18% | 16%[59 µM] | -7% | 2 | 2% | O=C(COC(=O)CSCC(=O)N1CCCCC1)Nc1ccc(Cl)cc1
11% | -23% | 1% | 0% | -9% | -4% | -6% | 8 | -1% | O=C(NCCCN1CCN(CCCNC(=O)c2cccc(Cl)c2)CC1)c1cccc(Cl)c1
0% | -29% | 5% | 24% | -20% | 3%[59 µM] | -5% | 2 | 3% | Cc1c(Cl)cccc1Nc1nc2ccc(C(=O)c3ccccc3)cc2n2cnnc12
nt | 0% | -7% | 61%[activator] | 0% | ? | -1% | -1 | -9% | COCC(C)n1c(SCc2ccc(C(=O)OC)o2)nc2ccccc2c1=O (stereo unspecified)
-8% | -5%[57.1 µM] | -8% | 61%[activator] | -5% | nt | i | -1 | -1% | NS(=O)(=O)c1ccc(CCNCc2cccs2)cc1
-1% | -17% | 4% | 15%[57 µM] | -2% | 14%[59 µM] | 10% | -17 | 0% | Cc1nc(-c2ccccc2)sc1CCNC(=O)C(=O)Nc1ccc(F)c(Cl)c1
-8% | -3% | 0% | 21% | 0% | -9% | 21% | 4 | 4% | COc1ccc(OC)c(N(CC(N)=O)S(=O)(=O)c2ccc(OC)c(OC)c2)c1
19% | -10% | 2% | 17% | -2% | -3% | 1% | 2 | 4% | O=C(COc1ccc(Cl)cc1Cl)NN1C(=O)C2C3C=CC(C3)C2C1=O (stereo unspecified)
35%[activator] | 8.9µM* | 0% | -38%[57 µM] | nt | nt | -6% | -17 | ? | O=C(Nc1ccccc1C(F)(F)F)NC1(C(=O)N2CCOCC2)CCCCC1
-7% | 20µM* | -1% | ? | nt | nt | 7% | 0 | -8% | Clc1ccccc1N1CCN(Cc2c[nH]c3ccccc23)CC1
-2% | -18% | -15% | 28% | nt | nt | -4% | 2 | 1% | CN(C)CCOC1c2ccccc2C=Cc2ccccc21
12% | -5% | -15% | 27% | -4% | -2% | -1% | 3 | 0% | O=S(=O)([N-]c1nc2ccccc2nc1-[n+]1ccccc1)c1ccccc1
0% | ? | 1% | 0% | -23% | -29% | i | 3 | 3% | Cc1nn(C2CCS(=O)(=O)C2)c(Cl)c1/C=C/C(=O)OCC(=O)Nc1ccccc1[N+](=O)[O-] (stereo unspecified)
7% | -21% | 8% | 34% | 7% | 13% | i | 2 | 6% | Cc1ccc(Cl)cc1NC(=O)NCCN1CCCCC1
-6% | -11% | 3% | 18% | 4% | 45µM* | 5% | 6 | -3% | COc1cc(S(=O)(=O)N2CCN(Cc3ccccc3)CC2)ccc1Br
-1% | ? | -13% | -3% | ? | 1.6µM* | 9% | 3 | -14% | Cc1cc(N2C(=O)C(O)=C(C(=O)c3cc4ccccc4o3)C2c2ccc(Br)cc2)no1 (stereo unspecified)
10% | 6% | -25% | 16%[57 µM] | nt | nt | 2% | 1 | 0% | COc1cc(NC(=O)c2cc(S(=O)(=O)N3CCCCC3)ccc2N2CCOCC2)cc(OC)c1OC
10% | -23% | 6% | 22% | -14% | nt | -6% | -1 | -5% | C/C(=N\NC(=O)Cc1ccc([N+](=O)[O-])cc1)c1cccnc1
-1% | 6% | 8% | 23% | 5% | 5%[59 µM] | 1% | -2 | 0% | COc1ccc(-c2cn3c(n2)sc2cc(C(=O)Nc4ccc(C)c(Cl)c4)ccc23)cc1
-7% | -16% | -10% | 3% | -11% | -31%[59 µM] | nt | 5 | 0% | O=C(CSc1nc2c(c(=O)[nH]1)CCCC2)Nc1ccccc1C(F)(F)F
-20%&-6% | -12%&4% | -9%&2% | -1%&33% | 5%&7% | 3%[59 µM] | -10%&-11% | 0&2 | 6%&-9% | COc1ccc(NC(=O)CCNS(=O)(=O)c2cccc3nsnc23)cc1OC
